# Source: PubChem BioAssay (National Center for Advancing Translational Sciences (NCATS))
# JMJD2A Tudor inh = JMJD2A Tudor domain (human) inhibition | O75164 | AlphaScreen JMJD2A-Tudor / H3K4me3 peptide binding | Potency, µM (titrated, usually from 114 µM), inactives show at the highest dose activity change, negative = inhibition, actives largely listed as inhibitors | 390,000 tested, 4.4% active; further: potency means the concentration at half of the fitted maximal effect; on the % scale 0 is the no-effect control and ±100 the full control effect; nearly all actives have a fitted effect of over 50% in size
# HP1b chromo inh = blocks HP1-beta chromodomain binding to methylated histone tails; 390,000 tested, 0.56% active; Potency, µM (series often up to 114 µM), without a hit: top-dose activity change, negative = inhibition, usual class: inhibitors; AlphaScreen HP1-beta / biotin-H3K9me3 peptide binding; AID 540317; further: potency means the concentration at half of the fitted maximal effect; nearly all actives have a fitted effect of over 70% in size; inactives centre near 23
# Target sequence (P83916 whole entry, looked up): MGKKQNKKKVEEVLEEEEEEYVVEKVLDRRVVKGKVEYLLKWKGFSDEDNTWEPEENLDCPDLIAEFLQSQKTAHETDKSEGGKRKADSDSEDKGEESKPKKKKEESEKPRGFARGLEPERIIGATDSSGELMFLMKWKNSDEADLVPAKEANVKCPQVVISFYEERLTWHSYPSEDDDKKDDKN
#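 AlphaScreen: HP1-beta (50 nM) preformed 30 min with biotin-H3(1-18)K9me3 peptide (50 nM) in PBS pH 7.4, 0.01% Tween-20. Compound added for 30 min at RT, then streptavidin donor/nickel chelate acceptor beads (10 ug/mL) for 30 min.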
# PI4K2A block = inhibitors of human PI4K2A; Q9BTU6; purified PI4K2A, ADP-Glo luminescence, 1 h; active compounds read low; activity change, negative = inhibition, % at 76.9 µM; 420,000 tested, 0.13% active; AID 1346378; in the data active means activity change below about -50%; inconclusive means mostly about -30% to -49%;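 further: -100% = wells without enzyme as full effect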
# Target sequence (Q9BTU6 whole entry, looked up): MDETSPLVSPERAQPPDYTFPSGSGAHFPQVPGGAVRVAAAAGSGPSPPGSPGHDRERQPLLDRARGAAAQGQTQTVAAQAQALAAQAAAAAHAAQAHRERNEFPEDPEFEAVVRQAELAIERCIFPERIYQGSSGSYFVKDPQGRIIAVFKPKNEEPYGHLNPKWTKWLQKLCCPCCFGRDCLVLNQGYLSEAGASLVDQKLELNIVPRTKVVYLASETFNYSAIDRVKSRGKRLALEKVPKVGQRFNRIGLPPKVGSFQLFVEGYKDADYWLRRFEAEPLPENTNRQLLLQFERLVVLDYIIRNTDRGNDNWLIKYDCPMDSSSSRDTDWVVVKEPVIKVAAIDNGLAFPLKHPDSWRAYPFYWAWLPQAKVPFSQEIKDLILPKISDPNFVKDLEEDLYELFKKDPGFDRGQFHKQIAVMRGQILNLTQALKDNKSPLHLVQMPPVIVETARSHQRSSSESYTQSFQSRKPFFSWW
#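 ADP-Glo luminescence measured ADP generated by PI4K2A enzyme (4 ug/mL before mixing) with 1.2 mM PI substrate (pre-mix) and 300 microM ATP (pre-mix). Tris pH7.5 buffer with MgCl2, Triton X-100; 1 h reaction at ambient temperature.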
# G9a inh = G9a (human) methyltransferase inhibition | Q96KQ7 | G9a H3K9 monomethylation, AlphaScreen, 2 h | 350,000 tested, 8.8% active | Potency, µM (series often up to 102 µM), for the others: top-dose activity, negative = inhibition, actives largely listed as inhibitors | AID 504332; further: potency means the concentration at half of the fitted maximal effect; on the % scale 0 is the no-effect control and ±100 the full control effect; nearly all actives have a fitted effect of over 75% in size
#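 Quantitative HTS format: methyltransferase activity on a biotin-tagged H3K9 peptide is measured by AlphaScreen, using a rabbit anti-monomethyl-H3K9 antibody with streptavidin donor and anti-IgG acceptor beads. Final levels are 20 nM enzyme, 500 nM peptide, 20 uM SAM; 2 h RT.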
# Pin1 inh = inhibitors of human Pin1; Potency, µM (titrated, usually from 115 µM), without a hit: top-dose activity, negative = inhibition, usual class: inhibitors; AID 504891; 390,000 tested, 0.009% active; Pin1 FP peptide displacement, HiFluor488, 10 min; active means well fitted inhibition curve with a large enough effect in the polarisation, with a control signal flat, not every such curve was filed as active; inconclusive means small, poorly fitted or top-dose-only effect, or effect the other way, or a change in a side signal; inactive means no such curve, though single readings can be large or run the other way; the % refers to the polarisation; further: potency means the concentration at half of the fitted maximal effect; on the % scale 0 is the no-effect control and ±100 the full control effect
# Target sequence (Q13526 whole entry, looked up): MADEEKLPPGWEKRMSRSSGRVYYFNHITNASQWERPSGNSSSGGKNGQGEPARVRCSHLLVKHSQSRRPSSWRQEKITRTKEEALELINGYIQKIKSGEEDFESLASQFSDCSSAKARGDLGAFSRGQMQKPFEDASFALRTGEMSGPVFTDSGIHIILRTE
# GLS inhibitor = glutaminase GLS (human) inhibition; Potency, µM (series often up to 45.5 µM), without a hit: top-dose activity change, negative = inhibition, most hits filed as inhibitors; 410,000 tested, 0.21% active; GLS enzymatic activity, qHTS titration; O94925; AID 624170; further: potency means the concentration at half of the fitted maximal effect; on the % scale 0 is the no-effect control and ±100 the full control effect
#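 hKGA in 45 mM KH2PO4 (pH 8.2), 0.02% Tween-20 with compound, then 1mM L-Glutamine (stock as added) plus glutamate oxidase/HRP/Amplex red coupling mix. Fluorescence read initially and after 30 min at RT; signal change reflects glutamate formation.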
# POLH inh = blocks human DNA polymerase eta activity; AID 588591; Q9Y253; Potency, µM (highest dose often 114 µM), for inactives: at the top dose activity change, negative = inhibition, actives largely listed as inhibitors; recombinant Pol eta, fluorescent DNA replication assay; 390,000 tested, 1.2% active; further: potency means the concentration at half of the fitted maximal effect; on the % scale 0 is the no-effect control and ±100 the full control effect
#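 Fluorescent replication assay: 50 nM final substrate added after a 15 min room-temperature compound preincubation with 10 nM enzyme. Signal taken at 0 min and again at 10 min.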
# BAZ2B block = inhibitors of human BAZ2B bromodomain; 360,000 tested, 4.4% active; Potency, µM (top dose mostly 114 µM), for the others: at the highest dose activity change, negative = inhibition, actives largely listed as inhibitors; AlphaScreen BAZ2B-H3K14Ac peptide displacement; further: potency means the concentration at half of the fitted maximal effect; on the % scale 0 is the no-effect control and ±100 the full control effect; nearly all actives have a fitted effect of over 60% in size
#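 In this displacement format the biotinylated H3(5-23) peptide acetylated at Lys14 serves as ligand at 50 nM, with BAZ2B at 50 nM in PBS pH 7.4 containing 0.01% Tween-20. Donor and acceptor beads are 10 ug/mL final.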
# PGK inhibitor = blocks T. brucei phosphoglycerate kinase; P07378; PGK/GAPDH coupled, Kinase-Glo luminescence, 60 min; Potency, µM (doses to about 57.5 µM), for the others: top-dose activity change, negative = inhibition, hits mostly inhibitors; 380,000 tested, 0.043% active; further: potency means the concentration at half of the fitted maximal effect; on the % scale 0 is the no-effect control and ±100 the full control effect; nearly all actives have a fitted effect of over 60% in size
#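 Recombinant glycosomal PGK reaction used 1,3-bisphosphoglycerate generated in-well by GAPDH (100nM final) in 100mM TEA pH 7.6, 5mM MgCl2, 0.01% Tween-20. After 60 minutes at room temperature, ATP was read by Kinase-Glo Plus luminescence end-point.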
# * = called active by the depositor; i = inactive; ? = inconclusive; . = no result given; & = joins results of further samples; [ ] = remark or other dose. Unless noted, the call rests on the fitted dose curve; in most records, active means well fitted curve in the direction sought with a large enough effect; inconclusive means small, poorly fitted or top-dose-only effect, or another doubt; inactive means no such curve, though single readings can be large; an effect the other way counts as inactive or inconclusive. Not all compounds are listed; count on the stated rates, not on these rows.
GLS inhibitor | G9a inh | Pin1 inh | JMJD2A Tudor inh | PI4K2A block | BAZ2B block | HP1b chromo inh | POLH inh | PGK inhibitor | SMILES
1% | 15%[59 µM] | -4% | -23% | 1 | 15% | 33% | -12% | i | C#CCN1C(=O)C2C(C(=O)NC)C3C=CC2(O3)C1C(=O)NCc1ccc(OC)cc1 (centres undefined)
9% | 17%[12.7 µM] | 0% | -17% | -3 | -2% | 29% | -6% | 1% | CCO[C@H]1OC(C(=O)N2CCN(C)CC2)=C[C@@H](C(C)(C)C)[C@@H]1CCCO
-9% | . | 2% | -16% | 2 | . | 38% | -24% | -3% | C=CC[C@H](CC(=O)N[C@H](CO)Cc1ccccc1)C(=O)N[C@@H](COC(=O)[C@@H](CC=C)CC(=O)OC(C)(C)C)Cc1c[nH]c2ccccc12
-8% | . | 1% | 3% | 2 | 3% | 58%[activator] | -14% | -10% | C#CCN(CC=C)C(=O)C1CCC(=O)N(CCCc2ccccc2)C1 (centres undefined)
-1% | 10% | ? | -17% | -8 | -29% | 18% | -14% | i | CC1CCCCN1S(=O)(=O)c1ccc(N(C(=O)c2cnccn2)C(C(=O)NC2CCCCC2)c2cccs2)cc1 (centres undefined)
-4% | 11% | 0% | 8%[11.4 µM] | 5 | 10% | -17% | 3% | -1% | O=C(NCc1ccccc1)N(Cc1nc2ccccc2c(=O)[nH]1)C1CCCC1
0% | ? | 37%[activator] | -29% | -2 | . | 11% | 0% | 0% | CCc1cccc(CC)c1NC(=O)C(Cc1ccccc1)NS(=O)(=O)c1cccc2nsnc12 (centres undefined)
4% | 11% | 2% | -7% | 5 | 4% | 29% | -7% | 4% | CCCN(Cc1cc2cc(C)ccc2[nH]c1=O)S(C)(=O)=O
-1% | ? | 2% | -11% | 1 | -21% | 7% | 10% | i | COc1cccc(CNC(=O)CSc2nnc(C)c3c(C)n(-c4ccccc4)nc23)c1
-10% | 0% | 7% | 5% | 1 | . | 46%[activator] | -10% | -9% | CCOC(=O)c1cc2c(=O)n3ccccc3nc2n(C(C)C)c1=NC(=O)c1c(-c2ccccc2Cl)noc1C
2% | -3% | 0% | -11% | -5 | -12% | 51%[activator] | -20% | -7% | CCC(C)(C)NC(=O)C(c1cccs1)N(C(=O)c1ccn[nH]1)c1cccc(OC)c1 (centres undefined)
5% | 6%[59 µM] | -1% | -14% | -1 | -29% | 36% | -18% | -3% | COc1cc(CNCCSc2nnnn2C)ccc1OCc1c(F)cccc1Cl
0% | ? | 1% | -19% | -1 | -21% | 4% | -14% | -1% | CCOc1cccc2sc(N(CCCN(C)C)C(=O)c3ccc(S(=O)(=O)N(C)Cc4ccccc4)cc3)nc12
1% | 11% | -1% | -3% | 3 | 0% | 9% | -21% | 0% | COc1ccccc1OCC(O)CNCc1ccc2c(c1)OCO2 (centres undefined)
-12% | 2%[59 µM] | ? | -15% | -11 | -16% | 33% | -6% | i | CCCCC1=CC2=CC(=O)C(C)(OC(=O)CC)C(=O)C2=CN1CCN1CCOCC1 (centres undefined)
28% | 25µM* | -7% | ? | 4 | ? | -22% | -14% | 1% | CN(C)CC/C=C1/c2ccccc2Sc2c(O)cc(Cl)cc21
0% | ? | -3% | ? | -3 | -31% | 3% | -10% | -7% | Cc1cc([N+](=O)[O-])ccc1NCc1ccco1
40%[activator] | . | 3% | ? | 8 | -6% | 8% | 8% | 1% | CC(C)(C)OC(=O)N1C[C@H](O)C[C@H]1C(=O)OCC(=O)c1ccc([N+](=O)[O-])cc1
-1% | -104%[59 µM] | 10% | -29% | 3 | ? | -9% | -8% | -2% | O=C(C1=C[C@@H](c2ccc(Br)cc2)C[C@@H](OCCCCO)O1)N1CCN(Cc2ccccc2)CC1
-13% | ? | ? | -29% | -1 | 79µM* | 10% | 45µM* | -5% | O=C(O)c1ccc(N/N=C/c2cc3cc4c(cc3nc2Cl)OCCO4)cc1
18% | -22%[59 µM] | 2% | -5% | -3 | 6% | 44%[activator] | 10% | -9% | NNC(=O)c1cc(S(=O)(=O)N2CCOCC2)c[nH]1
9% | 45µM* | 10% | ? | -2 | 40µM* | ? | 2% | -8% | c1ccc(CCSc2nccn2-c2ccccc2)cc1
-1% | ? | 6% | -33% | 0 | -27% | 29% | -12% | i | Cc1ccc(C(=O)N2CCC3(CC2)Oc2ccc(Cl)cc2C(=O)C32CC(c3cccnc3)=NO2)s1 (centres undefined)
2% | 2%[59 µM] | -17% | -23% | -2 | 11% | 8% | -9% | i | Cc1cc2ccccc2n1CCNC(=O)C(C)(C)C
-7% | ? | -6% | -16% | ? | 3%[57.1 µM] | 21% | -9% | i | COc1ccc(CNC(=O)Nc2cn(CC(C)C)c(=O)c3ccccc23)cc1
1% | 5% | 6% | -8% | 1 | 4% | 23% | -13% | i | CCCCCCCN=CC1=C(O)CC(c2ccccc2)CC1=O (centres undefined)
-7% | 0%[59 µM] | -8% | -26% | -11 | -6% | -1% | -22% | -2% | COc1cc(C2C(=O)N(C3CCCCC3)CC(=O)N2Cc2ccc(C)cc2)ccc1OC(C)C (centres undefined)
0% | . | 1% | -25% | 1 | 5% | 15% | -8% | -7% | CCCn1nc(NC(=O)CC(C)C)c2cc3ccccc3nc21
1% | 5%[59 µM] | 5% | -2% | -2 | 2% | 8% | -1% | -6% | CCN(C(=O)c1cn(CC)c(=O)c2cc(OC)c(OC)cc12)c1ccccc1F
1% | 3%[59 µM] | 1% | -2% | -1 | 11% | 49%[activator] | -15% | 0% | CC(C)N(C(=O)COC(=O)c1ccc(Cl)s1)c1ccccc1
8% | -16% | 10% | -16% | 2 | 0% | 42%[activator] | -19% | 7% | CCCCn1cc(C(C)(C)C)c(C#N)c1NC(C)=O
0% | 10%[59 µM] | 6% | -13% | -4 | -9% | 35% | -16% | 6% | O=C(Nc1cccc(F)c1)c1oc2ccccc2c1NC(=O)C12CC3CC(CC(C3)C1)C2
-8% | 4% | 0% | -11% | 6 | -18% | 58%[activator] | -15% | i | COc1ccc(-c2noc(CN(C)CCC3CCCCO3)n2)cc1 (centres undefined)
6% | . | -2% | -9% | -4 | . | 4% | -3% | -4% | CC(=O)Nc1ccc(C(=O)NNC(=O)CCCCC(=O)NNC(=O)c2ccc(NC(C)=O)cc2)cc1
? | 7% | -9% | -35%[11.4 µM] | 2 | -2% | 10% | -9% | -6% | CCOc1ccc(OCCSc2nc(C)cc(=O)[nH]2)cc1
-8% | -17% | 1% | -17% | -2 | -26% | 19% | -17% | -7% | COc1cccc2c(N/N=C/c3ccco3)cc(C)nc12
-3% | 10% | 2% | -15% | -3 | 2% | 44%[activator] | -18% | -10% | CC(C)CC(COCc1ccc(F)cc1)N1CCN(C(=O)c2cccc(C(F)(F)F)c2)CCC1=O (centres undefined)
3% | -38% | -4% | -16% | 8 | ? | 68%[activator] | -12% | 1% | O=C(NC(=S)Nc1ccc(Cl)cc1)c1ccccc1
3% | ? | 0% | -8% | 0 | . | 30% | -7% | 2% | CCC(=O)NNc1nc2c(C)cccc2s1
0% | 9%[59 µM] | -5%&-5% | 40%&14%[activator] | 1 | -2% | 76%&59%[activator] | -4% | -8% | C=C1CCN(Cc2ccccc2)S(=O)(=O)c2ccccc21
-7% | -57%[59 µM] | -7% | ? | -1 | ? | ? | -15% | -3% | Cc1ccccc1Nc1c(-c2ccc(Cl)s2)nc2c(C)cccn12
-13% | -27%[59 µM] | 7% | -14% | 1 | -15% | 35% | -14% | -9% | Cc1ccc(C)c(CN2C(=O)c3ccccc3S(=O)c3ccc(C(=O)NCc4ccccc4)cc32)c1 (centres undefined)
3% | 7% | 44%[activator] | -5% | -7 | -2% | 29% | -4% | . | COc1cccc(NC(=O)C(=O)N/N=C/c2cc(C)n(-c3ccc(Cl)c(Cl)c3)c2C)c1

# Filtered by structure, the entries above containing an NH in an aromatic ring (6)
GLS inhibitor | G9a inh | Pin1 inh | JMJD2A Tudor inh | PI4K2A block | BAZ2B block | HP1b chromo inh | POLH inh | PGK inhibitor | SMILES
-9% | . | 2% | -16% | 2 | . | 38% | -24% | -3% | C=CC[C@H](CC(=O)N[C@H](CO)Cc1ccccc1)C(=O)N[C@@H](COC(=O)[C@@H](CC=C)CC(=O)OC(C)(C)C)Cc1c[nH]c2ccccc12
-4% | 11% | 0% | 8%[11.4 µM] | 5 | 10% | -17% | 3% | -1% | O=C(NCc1ccccc1)N(Cc1nc2ccccc2c(=O)[nH]1)C1CCCC1
4% | 11% | 2% | -7% | 5 | 4% | 29% | -7% | 4% | CCCN(Cc1cc2cc(C)ccc2[nH]c1=O)S(C)(=O)=O
2% | -3% | 0% | -11% | -5 | -12% | 51%[activator] | -20% | -7% | CCC(C)(C)NC(=O)C(c1cccs1)N(C(=O)c1ccn[nH]1)c1cccc(OC)c1 (centres undefined)
18% | -22%[59 µM] | 2% | -5% | -3 | 6% | 44%[activator] | 10% | -9% | NNC(=O)c1cc(S(=O)(=O)N2CCOCC2)c[nH]1
? | 7% | -9% | -35%[11.4 µM] | 2 | -2% | 10% | -9% | -6% | CCOc1ccc(OCCSc2nc(C)cc(=O)[nH]2)cc1
